N370S GC mod: inhibitors or activators of N370S glucocerebrosidase for Gaucher disease | P04062 | N370S GC spleen homogenate, 4MU-glucoside fluorescence | Potency, µM (highest dose often 59.4 µM), for the others: top-dose activity change, negative = inhibition, usual class: inhibitors | actives 0.092% (n = 330,000) | AID 2101;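 also: 0% = full enzyme activity and -100% = no enzyme basal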
TDP1 block: blocks human tyrosyl-DNA phosphodiesterase 1; recombinant TDP1, AlphaScreen DNA substrate cleavage; actives 0.28% (n = 350,000); Potency, µM (top dose mostly 130 µM), inactives show at the highest dose activity change, negative = inhibition, most hits filed as inhibitors; also: nearly all actives have a fitted effect of over 40% in size
Target sequence (Q9NUW8 whole entry, looked up): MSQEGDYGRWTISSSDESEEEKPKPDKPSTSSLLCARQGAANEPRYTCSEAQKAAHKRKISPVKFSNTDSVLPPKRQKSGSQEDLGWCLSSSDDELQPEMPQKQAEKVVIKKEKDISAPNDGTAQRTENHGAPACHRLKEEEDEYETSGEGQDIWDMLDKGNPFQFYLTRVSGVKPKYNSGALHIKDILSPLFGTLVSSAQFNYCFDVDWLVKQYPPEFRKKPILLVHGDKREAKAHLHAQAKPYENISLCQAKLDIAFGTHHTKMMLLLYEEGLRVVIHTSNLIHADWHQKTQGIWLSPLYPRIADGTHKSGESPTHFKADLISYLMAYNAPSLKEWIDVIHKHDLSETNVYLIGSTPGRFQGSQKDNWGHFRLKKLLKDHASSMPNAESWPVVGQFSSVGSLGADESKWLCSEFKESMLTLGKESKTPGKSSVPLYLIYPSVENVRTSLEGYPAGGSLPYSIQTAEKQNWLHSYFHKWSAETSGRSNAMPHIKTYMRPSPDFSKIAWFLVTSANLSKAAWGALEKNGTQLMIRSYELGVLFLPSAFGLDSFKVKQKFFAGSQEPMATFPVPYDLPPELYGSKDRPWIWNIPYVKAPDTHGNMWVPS
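AlphaScreen read-out: signal falls as enzyme removes the 3' tyrosine-FITC from a 5'-biotinylated DNA oligo (15 nM, 5 min, RT). Enzyme was E. coli-made recombinant Tdp1 at 1 nM, exposed to compound for 15 min beforehand; beads 10 ug/ml, 10 min.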
TDP1 cell noCPT: qHTS for Inhibitors of human tyrosyl-DNA phosphodiesterase 1 (TDP1): qHTS in cells in absence of CPT; DT40 Tdp1-/- hTDP1 cells, no CPT, ATP luminescence, 48 h; Potency, µM (titrated, usually from 46.2 µM), without a hit: top-dose activity change, negative = growth inhibition, most hits filed as inhibitors; actives 15% (n = 420,000); also: nearly all actives have a fitted effect of over 55% in size
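Growth of hTDP1-complemented DT40 Tdp1-knockout cells is measured by ATP luminescence after at least 48 hr compound exposure at 37 °C, with DMSO substituting for the 20 nM CPT used in the parallel screen.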
* hit, by the source's call. Calls follow the shape of the dose curve; as a rule, active = well fitted curve in the direction sought with a large enough effect; inconclusive = small, poorly fitted or top-dose-only effect, or another doubt; inactive = no such curve, though single readings can be large; an effect the other way counts as inactive or inconclusive. Unless noted, % is scaled to controls: 0 for no effect and ±100 for the full control effect; potency is read from the fitted curve at half-maximal effect.

What do the screens show for `Cc1nn(-c2ccc(N3CCCC3)nn2)c(C)c1CCC(=O)N1CCN(c2ccc(F)cc2)CC1`?
TDP1 block: 10%; TDP1 cell noCPT: inconclusive

How did CCN(C(=O)COc1ncnc2ccc(Br)cc12)C1CCS(=O)(=O)C1 (configuration not stated) do in these assays?
N370S GC mod: -1%; TDP1 block: 4%; TDP1 cell noCPT: -28%

What do the screens show for `COc1ccc(S(=O)(=O)N2CCN(C(=O)c3ccco3)CC2)c(C)c1C`?
N370S GC mod: 3%; TDP1 block: 4%; TDP1 cell noCPT: inconclusive

What do the screens show for `COc1ccc(-c2nnc(SCC(=O)NCCC(C)C)nc2-c2ccc(OC)c(OC)c2)cc1OC`?
N370S GC mod: -11%; TDP1 block: 2%; TDP1 cell noCPT: inconclusive

What do the screens show for `Cc1ccc(NS(=O)(=O)c2ccc(-c3csc(C)n3)s2)c(C)c1`?
N370S GC mod: 0%; TDP1 block: 0%; TDP1 cell noCPT: 16µM*

How did O=C(CN1N=C(c2ccc(Cl)cc2)CCC1=O)NCc1ccc(F)cc1 do in these assays?
TDP1 block: 10%; TDP1 cell noCPT: inconclusive

What do the screens show for `CN1CCN(C(=O)C2=C[C@@H](c3coc4ccccc4c3=O)C[C@@H](OCCCCO)O2)CC1`?
N370S GC mod: -9%; TDP1 block: 4%; TDP1 cell noCPT: 3%

How did CCOc1ccc(NC(=O)c2oc3ccccc3c2NC(=O)Cc2cccc(C)c2)cc1 do in these assays?
TDP1 block: 4%; TDP1 cell noCPT: inconclusive

How did COc1ccc(NS(=O)(=O)c2ccc(NC(=O)c3ccccn3)cc2)cc1 do in these assays?
TDP1 block: 0%; TDP1 cell noCPT: inconclusive

How did Cn1c(SCC(=O)N2CCCc3ccccc32)ncc(C(=O)Nc2ccc(Cl)cc2)c1=O do in these assays?
TDP1 block: -8%; TDP1 cell noCPT: -19%

What do the screens show for `COc1cccc(-c2nc(CS(=O)(=O)CC(=O)Nc3c(C)cccc3C)c(C)o2)c1`?
N370S GC mod: -4%; TDP1 block: 5%; TDP1 cell noCPT: inconclusive

How did Cc1noc(C)c1COc1ccc2ccc(=O)oc2c1 do in these assays?
N370S GC mod: 5%; TDP1 block: 3%; TDP1 cell noCPT: 1%

How did C#CC1(NC(=O)NS(=O)(=O)c2ccc(C)cc2)CCCCC1 do in these assays?
N370S GC mod: -1%; TDP1 cell noCPT: 7%

Results for CC(=NCCN1CCN(C(=S)Nc2ccccc2)CC1)C1=C(O)CC(C)(C)CC1=O ?
N370S GC mod: -3%; TDP1 block: 1%; TDP1 cell noCPT: -3%

What do the screens show for `N#Cc1nc(-c2ccccc2Cl)oc1NCC1CCCO1` (configuration not stated)?
N370S GC mod: 23%; TDP1 block: 2%; TDP1 cell noCPT: -26%

How did O=c1c2cnn(-c3ccccc3)c2nc(-c2cccs2)n1-c1cccc(Cl)c1 do in these assays?
N370S GC mod: 8%; TDP1 block: -4%; TDP1 cell noCPT: 9.2µM*

What do the screens show for `O=C(N/N=C/c1ccc(O)c([N+](=O)[O-])c1)C1CC1(c1ccccc1)c1ccccc1` (configuration not stated)?
N370S GC mod: 1%; TDP1 block: 7%; TDP1 cell noCPT: 1%

How did COc1cc(C)c2c(c1C=O)Oc1c(c(C)c(O)c3c1C(O)OC3=O)OC2=O (configuration not stated) do in these assays?
N370S GC mod: inconclusive; TDP1 cell noCPT: inconclusive

How did O=C(CN(Cc1ccco1)C(=O)c1cccc(F)c1)Nc1ccccc1C(F)(F)F do in these assays?
TDP1 block: 1%; TDP1 cell noCPT: -24%

How did COc1ccc2c(c1)c1c(c(=O)n(-c3ccc(OC)c(OC)c3)c(=O)n1Cc1ccc(F)cc1)n2C do in these assays?
TDP1 block: 8%; TDP1 cell noCPT: -19%

Results for Cc1c(C(=O)Nc2cccc(C(F)(F)F)c2)sc2nc3n(c(=O)c12)CCC3 ?
TDP1 block: 3%; TDP1 cell noCPT: 23µM*

How did Clc1ccc2nc(-c3ccc(Cl)nc3)[nH]c2c1 do in these assays?
N370S GC mod: -24%; TDP1 cell noCPT: inconclusive

What do the screens show for `CC(C)N1CCc2[nH]c(=S)[nH]c(=O)c2C1`?
N370S GC mod: 6%; TDP1 block: 2%; TDP1 cell noCPT: 16µM*

What do the screens show for `O=S(=O)(/N=C(\c1ccccc1)N1CCOCC1)c1cccs1`?
N370S GC mod: -9%; TDP1 block: 0%; TDP1 cell noCPT: 6%

How did Cc1ccc2[nH]c(C(F)(F)F)cc(=O)c2c1 do in these assays?
N370S GC mod: 0%; TDP1 block: 1%; TDP1 cell noCPT: 12µM*

How did COc1ccc(NC(=O)CSCC(=O)Nc2ccc(S(=O)(=O)N3CCCCC3)cc2)cc1 do in these assays?
N370S GC mod: -4%; TDP1 block: 4%; TDP1 cell noCPT: -28%

How did O=C1/C(=C/c2ccc(O)c([N+](=O)[O-])c2)SC(=S)N1Cc1ccccc1 do in these assays?
N370S GC mod: -7%; TDP1 block: 9%; TDP1 cell noCPT: 18µM*

What do the screens show for `O=C(Nc1nnc(CCS(=O)(=O)c2ccc3ccccc3c2)s1)c1ccc([N+](=O)[O-])cc1`?
N370S GC mod: 6%; TDP1 block: -2%; TDP1 cell noCPT: inconclusive

Results for Oc1cccc(/C=N/Nc2nn3cnnc3c3ccccc23)c1 ?
N370S GC mod: -1%; TDP1 block: 1%; TDP1 cell noCPT: -24%

What do the screens show for `CC(=O)OC1(C(F)(F)F)Oc2ccccc2NC1=O` (configuration not stated)?
N370S GC mod: 4%; TDP1 block: 3%; TDP1 cell noCPT: -20%

Not a retest: an excerpt of the list.
Results for Cc1c(C(=O)Nc2cccc(C(F)(F)F)c2)sc2nc3n(c(=O)c12)CCC3 ?
TDP1 block: 3%; TDP1 cell noCPT: 23µM*

How did Clc1ccc2nc(-c3ccc(Cl)nc3)[nH]c2c1 do in these assays?
N370S GC mod: -24%; TDP1 cell noCPT: inconclusive

The results go on.
How did COc1cc(Cl)c(C)cc1NC(c1ccccc1)c1nnc(-c2ccccc2Cl)o1 (configuration not stated) do in these assays?
TDP1 block: 2%; TDP1 cell noCPT: inconclusive

How did CS(=O)(=O)N(CC(=O)Nc1cccc(Br)c1)Cc1ccccc1 do in these assays?
N370S GC mod: -8%; TDP1 cell noCPT: inconclusive

How did O=C(CSc1ccc(-c2ccccn2)nn1)Nc1nccs1 do in these assays?
N370S GC mod: -3%; TDP1 block: 8%; TDP1 cell noCPT: -18%

How did CC(C)(C)NC(=O)C(c1ccco1)N(C(=O)Cn1nnc(-c2ccc(F)cc2)n1)c1ccccc1F (configuration not stated) do in these assays?
N370S GC mod: 24%; TDP1 block: 3%; TDP1 cell noCPT: 16µM*

How did N#C/C(=N\Nc1ccccc1F)C(=N)N1CCCCC1 do in these assays?
N370S GC mod: 5%; TDP1 block: -2%; TDP1 cell noCPT: inconclusive

Results for COc1cccc(NC(=O)N2CCC(NC(=O)C(Cc3ccccc3OC)NC(C)=O)CC2)c1 (configuration not stated) ?
N370S GC mod: 0%; TDP1 block: 1%; TDP1 cell noCPT: -3%

What do the screens show for `O=C1CC(C(=O)Nc2ccc(C(=O)N3CCOCC3)cc2)C2(CCCCC2)O1` (configuration not stated)?
N370S GC mod: -2%; TDP1 block: -3%; TDP1 cell noCPT: -16%

Results for Cc1ccc(-n2nnnc2-c2cnc(N3CCCC3)nc2C(F)(F)F)cc1 ?
N370S GC mod: inconclusive; TDP1 block: 2%; TDP1 cell noCPT: 12µM*

What do the screens show for `Cc1ccc(C(=O)CN2CCN(c3ccccn3)CC2)c(C)c1`?
N370S GC mod: -18%; TDP1 cell noCPT: 11%

What do the screens show for `CC(C)(C)c1csc(NC(=O)c2cccnc2)n1`?
N370S GC mod: -1%; TDP1 cell noCPT: inconclusive

What do the screens show for `COc1ccccc1-c1ccc2ncnc(NC3CCNCC3)c2c1`?
N370S GC mod: -8%; TDP1 cell noCPT: -29%

Results for CC(=O)Nc1ccc(S(=O)(=O)N2CCN(Cc3ccncc3)CC2)cc1 ?
N370S GC mod: 0%; TDP1 block: 6%; TDP1 cell noCPT: -12%

Results for Cc1cccc(NC(=O)N2CCCC2C(=O)Nc2ccccc2)c1 (configuration not stated) ?
N370S GC mod: 3%; TDP1 block: 4%; TDP1 cell noCPT: -6%

Results for O=S(=O)(c1ccccc1C(F)(F)F)N1CCN(S(=O)(=O)c2ccccc2C(F)(F)F)CC1 ?
N370S GC mod: 2%; TDP1 block: 4%; TDP1 cell noCPT: -18%

Results for Cc1ccc(NC(=O)c2c(C)oc3c2C2=NCCN2C=N3)cc1F ?
TDP1 block: 2%; TDP1 cell noCPT: inconclusive

What do the screens show for `C=CCc1cccc(C=Nc2c[nH]c(=O)[nH]c2=O)c1O`?
N370S GC mod: 0%; TDP1 cell noCPT: -6%

What do the screens show for `Cc1ccc(S(=O)(=O)N2CCCC(C(=O)NCc3ccccn3)C2)cc1` (configuration not stated)?
N370S GC mod: 4%; TDP1 block: 7%; TDP1 cell noCPT: -27%

What do the screens show for `CCN(CC)C(=O)C1CCCN(c2ccc([N+](=O)[O-])cc2/C=N/NC(=O)c2cccc(Br)c2)C1` (configuration not stated)?
N370S GC mod: -12%; TDP1 block: 2%; TDP1 cell noCPT: inconclusive

How did Cc1nc2nc[nH]n2c(=O)c1NC(=O)CCc1ccccc1 do in these assays?
N370S GC mod: -12%; TDP1 block: 2%; TDP1 cell noCPT: -4%

Results for Cc1cccc(N(C(=O)c2snc(C(N)=O)c2N)C(C(=O)NCC2CCCO2)c2ccc3ncccc3c2)c1 (configuration not stated) ?
N370S GC mod: inconclusive; TDP1 block: 14%; TDP1 cell noCPT: inconclusive

What do the screens show for `C=CCn1c(Cc2nc3ccccc3[nH]2)n[nH]c1=S`?
N370S GC mod: -5%; TDP1 block: 3%; TDP1 cell noCPT: 8%

What do the screens show for `COc1ccc(C/C(N)=N/OC(C)=O)cc1OC`?
N370S GC mod: 2%; TDP1 block: 1%; TDP1 cell noCPT: inconclusive

What do the screens show for `O=C(NCc1nc2ccccc2[nH]1)c1cccc(S(=O)(=O)N2CCCCC2)c1`?
N370S GC mod: 2%; TDP1 block: 1%; TDP1 cell noCPT: inconclusive

How did CN(c1ccccc1)c1nc(N)c([N+](=O)[O-])c(N2CCCCCC2)n1 do in these assays?
N370S GC mod: 21%; TDP1 block: 5%; TDP1 cell noCPT: inconclusive

What do the screens show for `CCN1C(=O)Cc2cc(S(=O)(=O)NCCc3ccccc3)ccc21`?
N370S GC mod: -6%; TDP1 block: 15%; TDP1 cell noCPT: inconclusive

How did O=C(NCC(c1ccc(F)cc1)N1CCOCC1)c1ccc(OCc2ccccc2)cc1 (configuration not stated) do in these assays?
TDP1 block: 0%; TDP1 cell noCPT: 21µM*

What do the screens show for `Cc1ccc2c(c1)N(C(=O)CCC(=O)NCc1ccccc1F)CC(C)O2` (configuration not stated)?
TDP1 block: 11%; TDP1 cell noCPT: inconclusive

What do the screens show for `Cc1ccc(/C=N/NC(=O)C(O)c2ccccc2)o1` (configuration not stated)?
N370S GC mod: -3%; TDP1 cell noCPT: 5%

Results for CSc1nc(N)nc2c1ncn2CC(=O)N1CCN(Cc2c(C)cc(C)cc2C)CC1 ?
TDP1 block: 0%; TDP1 cell noCPT: 0.82µM*

How did CCN(C(=O)COC(=O)c1ccc2c(=O)n3c(nc2c1)CCC3)C1CCS(=O)(=O)C1 (configuration not stated) do in these assays?
N370S GC mod: 3%; TDP1 block: 7%; TDP1 cell noCPT: 2%

Four entries already listed, sorted by number of heavy atoms, falling:
Results for CSc1nc(N)nc2c1ncn2CC(=O)N1CCN(Cc2c(C)cc(C)cc2C)CC1 ?
TDP1 block: 0%; TDP1 cell noCPT: 0.82µM*

What do the screens show for `O=C(NCc1nc2ccccc2[nH]1)c1cccc(S(=O)(=O)N2CCCCC2)c1`?
N370S GC mod: 2%; TDP1 block: 1%; TDP1 cell noCPT: inconclusive

What do the screens show for `CCN1C(=O)Cc2cc(S(=O)(=O)NCCc3ccccc3)ccc21`?
N370S GC mod: -6%; TDP1 block: 15%; TDP1 cell noCPT: inconclusive

What do the screens show for `C=CCn1c(Cc2nc3ccccc3[nH]2)n[nH]c1=S`?
N370S GC mod: -5%; TDP1 block: 3%; TDP1 cell noCPT: 8%

Next part.
Results for C/C(CC(=O)Nc1ccc2c(c1)OCCO2)=N\NC(=O)c1cccc(O)c1 ?
N370S GC mod: -16%; TDP1 cell noCPT: 8%

Results for CCCCN(C(=O)Cc1ccc2c(c1)OCCO2)c1c(N)n(CCC)c(=O)[nH]c1=O ?
TDP1 block: 1%; TDP1 cell noCPT: 3%

Results for CCc1nc2oc3cc(OC)ccc3c(=O)c2c(=O)n1Cc1ccccc1 ?
N370S GC mod: 3%; TDP1 block: 6%; TDP1 cell noCPT: inconclusive

What do the screens show for `Cc1ccc(N2CCN(c3nc4ccc(C)cc4n4nnnc34)CC2)c(C)c1`?
TDP1 block: -6%; TDP1 cell noCPT: inconclusive

What do the screens show for `Cc1ccc(C23CC4CC(CC(C(=O)N5CCOCC5)(C4)C2)C3)cc1`?
N370S GC mod: 3%; TDP1 block: 0%; TDP1 cell noCPT: inconclusive

High-throughput results from PubChem BioAssay.

The list is partial; rates above refer to the full screens.
